KLK7 zymogen act: proKLK7 (human) activation, primary screen | purified proKLK7, EDANS-DABCYL substrate fluorescence; 100% is mature enzyme control, 0% vehicle | AID 652039 | activation, % at 7 µM | 370,000 tested, 0.9% active;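 active means activation above the mean of all tested compounds plus 3 SD, computed per campaign excluding outliers beyond control limits, cut at about 13% in these data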
Target sequence (P49862 whole entry, looked up): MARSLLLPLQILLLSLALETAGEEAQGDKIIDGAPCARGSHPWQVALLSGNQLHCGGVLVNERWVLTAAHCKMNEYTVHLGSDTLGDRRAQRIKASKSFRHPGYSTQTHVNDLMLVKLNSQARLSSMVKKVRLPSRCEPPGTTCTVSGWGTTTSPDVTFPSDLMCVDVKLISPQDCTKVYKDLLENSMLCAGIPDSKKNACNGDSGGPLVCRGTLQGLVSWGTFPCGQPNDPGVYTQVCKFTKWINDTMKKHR
GAA850 FXN act: frataxin GAA850 promoter activation; HEK293 lucGAA850 FXN promoter luciferase reporter, 24 h; percent of 10 µM SAHA response; AID 540364; 360,000 tested, 0.56% active; activation, % at 6 µM;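 active means activation above the average of all compounds screened plus 3 SD, cutoff fixed separately per campaign, cut at about 7.5% in these data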;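 further: 0% = DMSO wells and 100% = 10 µM SAHA wells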
NPR2 activator: GC-B (human) receptor activation. P20594. HEK293-GC-B cells, CNP EC30, cGMP TR-FRET; 0% at EC30 CNP, 100% saturating CNP. activation, % at 10 µM. 370,000 tested, 0.11% active;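 active means activation at 10 µM reaching about 35% in either raw or pattern-adjusted values, limit read from the data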
GC-A act: GC-A (human) enzyme activation; P16066; HEK293 GC-A cells, cGMP TR-FRET, EC30 ANP; 0% at EC30 ANP, 100% saturating ANP; activation, % at 10 µM; 370,000 tested, 0.14% active; AID 1671463; in the data active means activation above about 40%
HGIII-sPLA2 inh: Blocks human group III sPLA2 activity; QFRET BODIPY PC-A2 liposome hydrolysis, fluorescence; inhibition, % at 12.2 µM; 370,000 tested, 0.56% active;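 active means inhibition above mean plus 3 SD of compounds lying within the high and low control bounds, cut at about 19% in these data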;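 further: 0% = median of test compound wells and 100% = no enzyme DMSO wells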
rCAG binder: molecules binding r(CAG) RNA repeats | r(CAG) RNA repeat, TO-PRO-1 dye displacement fluorescence | inhibition, % at 3 µM | 370,000 tested, 1.3% active | AID 651821;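 active means inhibition above the plate cutoff, the mean of all test compounds on that plate plus 3 SD, cut at about 35% in these data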;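 further: 0% = DMSO alone and 100% = 100 µM mitoxantrone as full dye displacement; higher means more dye released from RNA so lower well fluorescence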
ADAM10 inh: ADAM10 inhibition, QFRET primary screen; O14672; 370,000 tested, 0.62% active; recombinant ADAM10, EDANS/DABCYL FRET peptide cleavage, 3 h; inhibition, % at 7 µM;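 active means inhibition above a per-campaign cutoff equal to the mean of compounds falling between control-based bounds plus 3 SD, cut at about 20% in these data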;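 further: 0% = DMSO wells while the 100% control is not disclosed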
ASAP1 GAP inh: ASAP1 ArfGAP inhibition; Q9ULH1; ASAP1-stimulated ARF1 GTP hydrolysis, GDP FP detection; inhibition, % at 16.5 µM; 360,000 tested, 0.19% active; in the data active means inhibition above about 25%;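 further: 0% = vehicle with enzyme and substrate and 100% = no enzyme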
Target sequence (Q9ULH1 325-724 limits assumed): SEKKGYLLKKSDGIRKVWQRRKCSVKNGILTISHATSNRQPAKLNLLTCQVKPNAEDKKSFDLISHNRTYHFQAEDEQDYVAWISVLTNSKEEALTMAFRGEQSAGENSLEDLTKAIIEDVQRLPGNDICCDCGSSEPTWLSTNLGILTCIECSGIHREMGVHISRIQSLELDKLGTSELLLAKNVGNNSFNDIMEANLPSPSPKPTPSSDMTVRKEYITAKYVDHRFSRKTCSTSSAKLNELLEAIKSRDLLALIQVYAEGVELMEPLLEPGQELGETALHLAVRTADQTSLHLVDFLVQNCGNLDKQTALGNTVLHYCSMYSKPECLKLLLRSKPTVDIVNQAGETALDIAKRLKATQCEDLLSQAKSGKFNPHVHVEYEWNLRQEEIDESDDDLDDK
ARFGAP1 inh: rat ARFGAP1 inhibition | Q62848 | Arfgap1-stimulated ARF1 GTP hydrolysis, GDP FP detection | inhibition, % at 16.5 µM | 360,000 tested, 0.26% active;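 active means inhibition above a per-plate limit, mean inhibition of low control wells plus 3 SD, cut at about 25% in these data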;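 further: 0% = DMSO wells with enzyme and 100% = wells lacking Arfgap1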
Target sequence (Q62848 1-136 limits assumed): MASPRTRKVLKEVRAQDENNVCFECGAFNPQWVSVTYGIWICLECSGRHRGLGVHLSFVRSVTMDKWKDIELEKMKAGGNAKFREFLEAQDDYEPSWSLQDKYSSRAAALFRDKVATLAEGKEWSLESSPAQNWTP
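System: truncated rat Arfgap1 GAP domain / Benchmarks: high control wells lacking Arfgap1, low control full reaction with DMSO / Times: compound-enzyme preincubation 20 min, reaction 120 min, detection 60 min, 25 °C / Repeats: one replicate per compound / Also added: human ARF1(Δ1-17)-GTP substrate / Measured by: Tracer-displacement fluorescence polarization with EDTA stop, 620/688 nm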
DDE Tn6 FP inh: disrupts Tn6 cyclic peptide binding to fibrin D-Dimer-E complex. Fibrin DD(E) TRITC-Tn6 fluorescence polarization displacement. inhibition, % at 8.3 µM. 370,000 tested, 0.21% active. AID 720509;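 active means inhibition above a per-campaign cutoff: mean of compounds within control limits plus 3 SD, cut at about 15% in these data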;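 further: 0% = median of all compound wells on the plate and 100% = blocking peptide control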
Starred values were filed as active, the others as inactive; . = no result given. The list is partial (hit frequency here may not be typical).

SMILES	KLK7 zymogen act	GAA850 FXN act	NPR2 activator	GC-A act	HGIII-sPLA2 inh	rCAG binder	ADAM10 inh	ASAP1 GAP inh	ARFGAP1 inh	DDE Tn6 FP inh
Cc1ccc2[nH]c3c(c2c1)CN(C(=O)CN1C[C@H]2C[C@@H](C1)c1cccc(=O)n1C2)CC3	8.6	2.9	-3	3	-13	-3	-46	8	-1	-3
COc1ccccc1N=Cc1c(O)n(C)c(=O)n(C)c1=O	-0.9	1.4	-1	0	-1	-1	-4	-3	-6	0
CCCCCCC(=O)c1c(O)n(-c2ccc(OC)cc2)c(=O)[nH]c1=O (tested in a mixture with another compound)	0.1	-1.1	-1	3	-1	6	1	-10	-4	-3
COc1ccc(NC(=O)c2cn(CCC#N)nc2-c2ccc([N+](=O)[O-])cc2)cc1	0.0	3.4	2	-8	-4	0	5	1	-25	-6
O=C(O)C(O)(c1ccc(Cl)cc1)C1(O)CCCC1 (configuration not stated)	0.5	2.0	5	0	1	1	1	4	7	2
CCn1c(O)c(C=Nc2ccc(S(N)(=O)=O)cc2)c(=O)n(CC)c1=S	0.3	0.7	-7	-10	8	17	-13	-7	5	-1
O=C1CC2OCC=C3CN4CCC56c7cc([N+](=O)[O-])ccc7N1C5C2C3CC46 (configuration not stated)	0.6	-0.2	-1	-6	2	-4	7	5	-1	-3
CC1=CC2OC3CC4OC(=O)C=CC=CC(=O)OCCC(C)C(O)C(=O)OCC2(CC1)C4(C)C31CO1 (configuration not stated)	-0.6	-16	6	0	7	5	-14	2	-2	-6
C=CCn1c(O)c(C(CC)=Nc2cc(OC)ccc2OC)c(=O)[nH]c1=O	0.8	-1.8	0	9	3	7	-9	14	7	-2
COc1ccc(-c2nc3ccccc3c(=O)n2-c2ccc(OC)cc2)cc1	0.4	-1.1	1	0	-3	-6	5	11	-1	-1
O=C1Nc2ccccc2C(c2ccccc2)=NC1O (configuration not stated)	-0.2	-1.9	-2	2	3	2	11	9	7	-1
Cc1cc(/C=C2\C(=O)NC(=O)N(Cc3ccccc3)C2=O)c(C)n1C1CC1	0.5	3.6	2	11	-5	9	-12	7	-4	-5

A second format for two compounds above.
SMILES | KLK7 zymogen act | GAA850 FXN act | NPR2 activator | GC-A act | HGIII-sPLA2 inh | rCAG binder | ADAM10 inh | ASAP1 GAP inh | ARFGAP1 inh | DDE Tn6 FP inh
O=C(O)C(O)(c1ccc(Cl)cc1)C1(O)CCCC1 (configuration not stated) | 0.5 | 2.0 | 5 | 0 | 1 | 1 | 1 | 4 | 7 | 2
Cc1cc(/C=C2\C(=O)NC(=O)N(Cc3ccccc3)C2=O)c(C)n1C1CC1 | 0.5 | 3.6 | 2 | 11 | -5 | 9 | -12 | 7 | -4 | -5

Additional entries follow.
SMILES	KLK7 zymogen act	GAA850 FXN act	NPR2 activator	GC-A act	HGIII-sPLA2 inh	rCAG binder	ADAM10 inh	ASAP1 GAP inh	ARFGAP1 inh	DDE Tn6 FP inh
O=c1[nH]c(O)c(C=Nc2cccc(F)c2)c(=O)[nH]1	0.1	0.6	-2	-1	-1	-2	-9	-6	-6	-9
CN(C)CCN(CC1CCCN(Cc2ccccc2F)C1)C(=O)Cc1ccccc1F (configuration not stated)	0.0	-0.1	-4	-2	-12	-12	13	-15	-6	-1
CC1(C)COC(Nc2ccc(Cl)cc2)=N1	0.1	0.4	4	7	5	3	-5	8	6	3
CN1CCN(c2ccccc2N)CC1	-0.5	3.8	5	-4	4	2	5	3	-6	-13
CN1CCN(Cc2nnc3n2-c2ccc(Cl)cc2C(c2ccccc2)=NC3)CC1	0.8	-1.7	-5	-6	-8	-4	4	11	-3	1
Cc1cccc2nc(-c3ccccc3)c(-c3ccc(CN4CCC(n5c(=O)[nH]c6cc(Cl)ccc65)CC4)cc3)nc12	-6.8	.	3	-3	10	13	-81	4	-2	-2
COc1ccc(-c2nn(CCC#N)cc2C(=O)Nc2ccccc2Cl)cc1	0.2	0.5	-6	-2	-8	-4	5	-1	-4	5
CC(=Nc1ccccc1N)c1c(O)n(C)c(=O)n(C)c1=O	-0.6	5.9	3	1	20*	-1	-10	4	10	-10
Cc1cc(C)n2nc(SC(C)C(=O)N3CCC4(CC3)OCCO4)nc2n1 (configuration not stated)	0.3	0.3	8	3	7	-2	3	0	6	-5
O=P(c1ccccc1)(c1nc2ccccc2s1)N1CCOCC1 (configuration not stated)	0.8	0.8	-3	-3	2	-3	6	8	11	3
CN1CCN(c2ccc(F)cc2N)CC1	0.1	-1.5	1	2	2	0	2	-15	-2	1
CCC(=O)Nc1ccc(Cl)c(Cl)c1	0.0	1.8	4	5	10	2	3	7	-6	-1

Sorted by SMILES length (low to high): 17 of the compounds above
SMILES	KLK7 zymogen act	GAA850 FXN act	NPR2 activator	GC-A act	HGIII-sPLA2 inh	rCAG binder	ADAM10 inh	ASAP1 GAP inh	ARFGAP1 inh	DDE Tn6 FP inh
CN1CCN(c2ccc(F)cc2N)CC1	0.1	-1.5	1	2	2	0	2	-15	-2	1
CCC(=O)Nc1ccc(Cl)c(Cl)c1	0.0	1.8	4	5	10	2	3	7	-6	-1
CC1(C)COC(Nc2ccc(Cl)cc2)=N1	0.1	0.4	4	7	5	3	-5	8	6	3
O=C1Nc2ccccc2C(c2ccccc2)=NC1O (configuration not stated)	-0.2	-1.9	-2	2	3	2	11	9	7	-1
O=C(O)C(O)(c1ccc(Cl)cc1)C1(O)CCCC1 (configuration not stated)	0.5	2.0	5	0	1	1	1	4	7	2
O=P(c1ccccc1)(c1nc2ccccc2s1)N1CCOCC1 (configuration not stated)	0.8	0.8	-3	-3	2	-3	6	8	11	3
O=c1[nH]c(O)c(C=Nc2cccc(F)c2)c(=O)[nH]1	0.1	0.6	-2	-1	-1	-2	-9	-6	-6	-9
COc1ccc(-c2nn(CCC#N)cc2C(=O)Nc2ccccc2Cl)cc1	0.2	0.5	-6	-2	-8	-4	5	-1	-4	5
COc1ccc(-c2nc3ccccc3c(=O)n2-c2ccc(OC)cc2)cc1	0.4	-1.1	1	0	-3	-6	5	11	-1	-1
Cc1cc(C)n2nc(SC(C)C(=O)N3CCC4(CC3)OCCO4)nc2n1 (configuration not stated)	0.3	0.3	8	3	7	-2	3	0	6	-5
CN(C)CCN(CC1CCCN(Cc2ccccc2F)C1)C(=O)Cc1ccccc1F (configuration not stated)	0.0	-0.1	-4	-2	-12	-12	13	-15	-6	-1
C=CCn1c(O)c(C(CC)=Nc2cc(OC)ccc2OC)c(=O)[nH]c1=O	0.8	-1.8	0	9	3	7	-9	14	7	-2
CN1CCN(Cc2nnc3n2-c2ccc(Cl)cc2C(c2ccccc2)=NC3)CC1	0.8	-1.7	-5	-6	-8	-4	4	11	-3	1
Cc1cc(/C=C2\C(=O)NC(=O)N(Cc3ccccc3)C2=O)c(C)n1C1CC1	0.5	3.6	2	11	-5	9	-12	7	-4	-5
O=C1CC2OCC=C3CN4CCC56c7cc([N+](=O)[O-])ccc7N1C5C2C3CC46 (configuration not stated)	0.6	-0.2	-1	-6	2	-4	7	5	-1	-3
CC1=CC2OC3CC4OC(=O)C=CC=CC(=O)OCCC(C)C(O)C(=O)OCC2(CC1)C4(C)C31CO1 (configuration not stated)	-0.6	-16	6	0	7	5	-14	2	-2	-6
Cc1cccc2nc(-c3ccccc3)c(-c3ccc(CN4CCC(n5c(=O)[nH]c6cc(Cl)ccc65)CC4)cc3)nc12	-6.8	.	3	-3	10	13	-81	4	-2	-2

Continuation.
SMILES	KLK7 zymogen act	GAA850 FXN act	NPR2 activator	GC-A act	HGIII-sPLA2 inh	rCAG binder	ADAM10 inh	ASAP1 GAP inh	ARFGAP1 inh	DDE Tn6 FP inh
CCc1c(C)nc(N)nc1N1N=C1SCC(N)=O	0.0	3.0	5	3	4	1	7	10	-8	-4
CC(Cc1ccc(O)cc1)NCC(O)c1ccc(O)c(O)c1 (configuration not stated)	2.1	2.9	-3	-3	-14	30	-9	7	-2	-2
COc1ccc(N2CC2c2ccncc2)cc1 (configuration not stated)	0.7	0.9	5	-1	-3	0	-2	10	20	0
CCN(CC)C(=O)[C@@H]1C=C2c3cccc4[nH]c(Br)c(c34)C[C@H]2N(C)C1	-1.1	.	-8	9	-3	2	-123	-2	1	-5
CC12CN3CCN(C1)CC(C)(C3)C2=NN	-0.2	2.1	3	0	-1	-2	-6	1	-1	-1
C/C(=N\N1CCN(C)CC1)c1c(O)n(Cc2ccccc2)c(=O)[nH]c1=O	0.0	-1.2	4	6	0	-5	0	-2	1	3
O=c1[nH]c(=O)n(CCc2ccccc2)c(O)c1C=NCCCn1ccnc1	0.5	-0.9	-1	6	-6	3	-5	-18	-5	3
CCCCC(CC)COC(=O)c1ccccc1C(=O)OCC(CC)CCCC (configuration not stated)	1.3	0.4	2	1	-5	1	-8	-7	11	-2
CCc1c(C)nc(N)nc1N1N=C1SCCOc1ccccc1	0.6	0.0	-8	-2	2	-5	-8	11	8	2
Cc1c(C(c2ccc(Cl)cc2Cl)c2c(O)c3ccccc3oc2=O)c(=O)n(-c2ccccc2)n1C (configuration not stated)	-0.3	2.1	-1	1	-1	7	-1	-3	-3	2
CCN1CCN(c2ccc(NC(=O)C(C)C)cc2Cl)CC1	-0.3	1.4	-2	-2	7	-4	4	1	-11	-2
Cn1cccc1/C=C1/C(=O)NC(=O)N(C(C)(C)C)C1=O	0.5	0.9	0	0	-4	3	3	10	0	-1
CCCCC(=O)N/N=C/c1c(O)n(-c2ccccc2)c(=O)[nH]c1=O	0.7	2.3	-2	-1	-12	2	-6	7	-5	1
O=c1[nH]c(=O)n(-c2ccccc2)c(O)c1/C=C1/C(c2ccccc2)=Nc2ccccc21	-0.4	-0.2	2	1	-14	7	1	1	-2	-2
CC(C)c1ccc(NC(=O)CSc2nnc(OC(=O)N(C)C)n2C2CC2)cc1	0.1	1.2	-1	2	2	-7	-11	8	-4	12
S=C(NCCc1ccccc1)N1Cc2cc(N3CCCCC3)ccc2-n2nncc2C1	-2.5	.	-3	-2	3	8	2	-1	9	-3
CC(C)(C)C(=O)N1Cc2cnnn2-c2ccccc2C1C#N (configuration not stated)	0.0	0.1	2	2	-4	2	1	20	5	-6
CCOP(=S)(OCC)c1ccc(N(C)C)cc1	0.1	0.5	-3	-1	3	-3	-3	-6	-7	3
COc1ccc(C(C)=O)cc1CC(C(=O)c1ccc(F)cc1)N(C)C (configuration not stated)	-0.3	1.5	-8	-5	-11	9	2	-6	1	9
COc1ccc(CCN)cc1O	0.2	-0.9	-2	3	-2	2	0	2	2	0
COC(=O)C1=C(c2cc3ccccc3s2)C[C@@H]2CC[C@H]1N2C(=O)N1CCCC1	-0.2	-2.1	2	-1	2	-3	-9	-3	-9	5
CCOC(=O)C1CCN(/C=C2/C(=O)NC(=O)N(c3cccc(C)c3C)C2=O)CC1	-0.2	0.2	4	0	6	-3	-6	-6	8	4
COC(=O)C1=C(c2ccc(S(C)(=O)=O)cc2)C[C@@H]2CC[C@H]1N2C(=O)N1CCCCC1	-0.8	0.0	5	3	9	0	-6	-6	-9	-3
Cc1cccc(C(=O)Nc2ccc(Cl)cc2C(=O)c2ccccc2)c1	0.4	1.3	-6	-6	-2	4	9	-5	-5	2

Compound activity from PubChem.
